MEX-5 binding: C. elegans MEX-5 TCR-2 RNA binding activity; Q9XUB2; MEX-5/FITC-TCR2 RNA binding, fluorescence polarization; active compounds read low; activity score (negative = inhibition of binding), % at 10 µM; actives 0.38% (n = 300,000);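 active = inhibition past about -25% in most replicates, and total fluorescence under double the plate's negative control median, limit read from the data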;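 note: 0% = DMSO and -100% = 5 µM competing unlabeled TCR2 RNA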
Target sequence (Q9XUB2 whole entry, looked up): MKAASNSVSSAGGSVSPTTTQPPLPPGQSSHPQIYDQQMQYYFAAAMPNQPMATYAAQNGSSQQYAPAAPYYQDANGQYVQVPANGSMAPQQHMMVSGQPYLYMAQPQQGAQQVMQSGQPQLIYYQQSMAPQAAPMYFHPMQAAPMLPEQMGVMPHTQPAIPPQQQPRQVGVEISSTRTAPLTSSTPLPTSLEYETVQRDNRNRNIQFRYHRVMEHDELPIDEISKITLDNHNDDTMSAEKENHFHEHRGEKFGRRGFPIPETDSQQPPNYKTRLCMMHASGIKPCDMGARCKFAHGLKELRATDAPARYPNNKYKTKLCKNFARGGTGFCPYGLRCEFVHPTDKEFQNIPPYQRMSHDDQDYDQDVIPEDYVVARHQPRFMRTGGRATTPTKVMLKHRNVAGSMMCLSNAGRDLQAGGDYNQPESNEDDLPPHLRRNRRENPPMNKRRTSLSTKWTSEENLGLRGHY
GSTO1 counter: counter-screen for RBBP9 inhibitors: inhibitors of human GSTO1. AID 1974. actives 1.1% (n = 300,000). recombinant GSTO1, activity-based probe fluorescence polarization. inhibition, % at 5.96 µM. P78417;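 active = inhibition above the campaign mean inhibition plus 3 SD, cut at about 35% in these data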;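 note: 0% = GSTO1-1 with DMSO and 100% = wells lacking GSTO1-1 enzyme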
PAD4 inh: PAD4 (human) enzyme inhibition; Q9UM07; inhibition, % at 6.36 µM; recombinant PAD4, RCA probe fluorescence polarization; actives 0.41% (n = 330,000);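 active = percent inhibition above a cutoff equal to the mean of all tested compounds plus 3 SD, cut at about 15% in these data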;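 note: 0% = PAD4 with RCA probe and DMSO and 100% = probe without PAD4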
Fam108B inh: counter-screen for RBBP9 inhibitors: inhibitors of mouse Fam108B; inhibition, % at 9.51 µM; recombinant Fam108B, FP-Rh probe fluorescence polarization; actives 0.33% (n = 300,000);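 active = inhibition above the screen mean inhibition plus 3 SD, computed separately per campaign, cut at about 18% in these data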;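 note: inhibitors lower polarization as less probe binds the enzyme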
TPT1 inh: blocks Candida albicans tRNA 2'-phosphotransferase | recombinant caTPT1, FP RNA substrate dephosphorylation | inhibition, % at 5 µM | actives 0.81% (n = 300,000) | AID 1962;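 active = inhibition above the mean of all tested compounds plus 3 SD, set per screening campaign, cut at about 24% in these data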;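 note: plate controls were DMSO alone for no effect and ferristatin control at 100 nM for full effect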
BCLXL inh: blocks human Bcl-xL binding to Bim BH3 peptide; Q07817; GST-Bcl-xL / FITC-Bim BH3 peptide fluorescence polarization; inhibition, % at 10.9 µM; actives 0.7% (n = 320,000);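 active = inhibition above the mean of all tested compounds plus 3 SD, cutoff set per campaign, cut at about 30% in these data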;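 note: 0% = DMSO wells and 100% = unlabeled Bim-BH3 peptide competitor; inhibitors lower millipolarization by displacing the labeled peptide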
GLD-1 RNA inh: GLD-1-TGE RNA interaction inhibition (C. elegans) | Q17339 | purified GLD-1 + fluorescein TGE RNA, fluorescence polarization | inhibition, % at 5.96 µM | actives 0.44% (n = 320,000);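 active = percent inhibition above a per-plate cutoff, the plate mean of test compounds plus 3 SD, cut at about 30% in these data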;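 note: 0% = DMSO wells with GLD-1 and probe and 100% = wells lacking GLD-1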
PME-1 primary: PME-1 (human) inhibition. inhibition, % at 5.9 µM. recombinant PME-1, FP-Rh probe fluorescence polarization. AID 2130. actives 0.53% (n = 320,000);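 active = inhibition above the campaign mean of all compounds plus 3 SD, cut at about 26% in these data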;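 note: competitive labeling of PME-1 active site by serine hydrolase directed probe; 0% = PME-1 with DMSO and 100% = wells lacking PME-1 enzyme; inhibitors block probe labeling so polarization falls and inhibition rises; many of its hits are not listed in these tables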
Target sequence (Q9Y570 whole entry, looked up): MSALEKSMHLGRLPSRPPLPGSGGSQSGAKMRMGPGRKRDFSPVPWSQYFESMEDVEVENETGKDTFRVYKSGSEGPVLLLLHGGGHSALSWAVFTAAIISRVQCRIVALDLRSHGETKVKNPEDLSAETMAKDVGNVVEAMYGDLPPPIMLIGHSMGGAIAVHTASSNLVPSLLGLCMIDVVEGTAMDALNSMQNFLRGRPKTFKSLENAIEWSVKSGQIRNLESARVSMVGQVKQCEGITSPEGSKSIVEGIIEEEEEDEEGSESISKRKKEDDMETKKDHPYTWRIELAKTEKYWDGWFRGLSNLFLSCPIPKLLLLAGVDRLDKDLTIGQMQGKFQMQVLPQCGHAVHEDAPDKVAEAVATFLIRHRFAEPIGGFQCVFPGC
MCL1 BIM primary: disrupts human MCL1 binding to BIM-BH3 peptide; Q07820; GST-MCL1 / FITC-Bim-BH3 fluorescence polarization; inhibition, % at 10.9 µM; actives 0.68% (n = 320,000); AID 2057;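 active = inhibition above the mean inhibition of all tested compounds plus 3 SD, set per campaign, cut at about 40% in these data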;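 note: 0% = DMSO wells and 100% = unlabeled Bim-BH3 peptide control; higher means more loss of mP so more displacement of Bim peptide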
* hit, by the source's call; · = not tested or not shown. The list is partial; count on the stated rates, not on these rows.

Every second line gives: MEX-5 binding, GSTO1 counter, PAD4 inh, Fam108B inh, TPT1 inh, BCLXL inh, GLD-1 RNA inh, PME-1 primary, MCL1 BIM primary
1: Cc1ccc2nc3c(c(Nc4ccc(O)cc4)c2c1)CCC3
  0.4, 10, -2, 10, -4, 1, 0, -16, -18
2: Cc1ccc(C(C(=O)NC2CCCCC2)N(C(=O)Cc2c[nH]c3ccccc23)c2ccccc2)o1 (configuration not stated)
  2.0, -8, 1, 2, 1, -2, 11, 1, -4
3: O=[n+]1cc(-c2ccc(Cl)cc2)n([O-])c2c1CCC2
  1.2, -1, -2, -7, -1, 2, 2, -2, -1
4: Cc1n[nH]c(=S)n1/N=C/c1ccc(Br)o1
  -2.0, 8, 0, 2, -2, -21, 1, 4, -11
5: O=C(CSc1nnc(-c2ccc(F)cc2)o1)Nc1ccccc1N1CCOCC1
  -2.0, -3, 0, 1, -3, -2, 0, 0, -6
6: CC(C)c1ccc(OCC(=O)Nc2cccc3c2CCCC3)cc1
  0.9, 4, 6, -3, -3, 0, -1, -49, -1
7: CC1CCc2c(sc(NC(=O)Cn3nc(C(F)(F)F)c4c3CCCCC4)c2C#N)C1 (configuration not stated)
  0.9, -5, 0, 0, 0, 1, -7, -1, 8
8: Cc1ccc2c(c1)c1c(n2CC(O)Cn2ccnc2C)C(=O)CCC1 (configuration not stated)
  0.8, -4, -2, 0, -5, 6, 2, 3, 12
9: COc1cc(NC(=O)COc2cc(O)c3c(c2)OC(C)(C)CC3=O)cc(OC)c1OC
  1.3, 1, -2, 1, -2, -1, 3, 2, -2
10: COc1cc(OC)cc(-c2cc3nc(C)cc(N4CCN(C(=O)c5ccco5)CC4)n3n2)c1
  -7.4, -11, 1, -2, 1, -8, -3, -6, -10
11: Cc1ccc(OCCn2cc(/C=C(\C#N)C(=O)NCC3CCCO3)c3ccccc32)cc1C (configuration not stated)
  1.5, -3, -3, -10, 0, 3, 5, -6, 10
12: COc1ccc(N(C(=O)c2cccnc2)S(=O)(=O)c2ccc(OC)c(OC)c2)cc1
  -2.3, 9, 4, 2, -2, -1, 7, 2, 1
13: Cc1c(NC(=S)NC(=O)c2cccc([N+](=O)[O-])c2)c(=O)n(-c2ccccc2)n1C
  -0.9, -15, 2, 0, -1, 7, -1, -3, 1
14: NS(=O)(=O)c1ccc(CCNC(=O)COC(=O)Cc2c(F)cccc2Cl)cc1
  -0.9, 0, -2, -4, -4, 2, 0, -4, 7
15: Cc1ccc(S(=O)(=O)N2CCN(Cc3csc(C)n3)CC2)cc1
  0.1, 25, 0, 1, -5, -4, 2, 9, -5
16: CCC(C)CCN1CCN=C1Nc1ccccc1 (configuration not stated)
  ·, 4, -2, 0, 4, 2, -2, 3, -5
17: CC(C)[C@H](NC(=O)NC1CCN(Cc2ccccc2)CC1)C(=O)O
  -2.8, -2, 2, 3, 1, 7, 1, 0, 8
18: O=C(O)CCC(=O)Nc1ccccc1Oc1ccccc1
  0.3, 1, -3, 1, -4, 3, 2, 3, 4
19: CC(=O)c1c(C(C)=O)c(C)n(-c2cccc([N+](=O)[O-])c2)c1C
  -0.8, 14, 0, 1, -5, 5, 1, 0, 8
20: Cc1ccccc1CCN(C(=O)c1csnn1)C(C(=O)NC1CCCC1)c1ccncc1 (configuration not stated)
  3.3, 2, 2, 3, 1, 5, 5, -3, 8
21: O=C(CSc1n[nH]c(-c2ccccc2)n1)Nc1ccc(F)cc1F
  -3.2, 21, 3, -1, -5, 1, 4, 2, 5
22: Cn1cc(CN2CC3C[C@@H]4CC2C[C@H](C3)C4)c(-c2ccc3c(c2)OCCO3)n1
  0.8, -5, 1, 1, -1, 3, -6, 6, 6
23: CCOC(=O)CN(C(=O)CSc1nnc(CNc2ccc(F)cc2)n1CC)c1ccc(F)cc1
  3.9, 1, -1, 0, 2, 1, -6, -3, -2
24: Cc1ccc(-n2nc(C)c(NC(=O)COC(=O)c3ccccc3NCCO)c2C)cc1
  -0.2, 1, -3, -1, 3, -1, -8, 6, 0
25: O=C(COc1ccccc1F)NNC(=O)c1cccc(-n2cccc2)c1
  -0.3, -7, -1, 4, 5, -4, 6, -5, 0
26: c1cncc(Nc2nc(-c3cccnc3)cs2)c1
  -1.3, -2, 2, 1, 0, 2, -3, -2, 10
27: O=S(=O)(c1ccc(NCC2CCCCC2)nc1)N1CCOCC1
  2.3, 1, 1, -2, 4, -5, -3, 1, -5
28: COC(=O)c1c(CSc2ccc(Cl)cc2)noc1C(=O)NCc1ccco1
  -2.9, -20, -1, -5, -6, 4, 9, -9, -7
29: S=C(Nc1ccccc1Cl)NC1CCCCCC1
  2.2, 6, 2, -4, 1, 6, -3, -6, 6
30: O=C(CSc1ncnc2c1oc1ccccc12)Nc1ccccc1C(F)(F)F
  1.4, -1, -1, 0, -1, 1, 9, 1, 3

Random excerpt: two compounds from above
Every second line gives: MEX-5 binding, GSTO1 counter, PAD4 inh, Fam108B inh, TPT1 inh, BCLXL inh, GLD-1 RNA inh, PME-1 primary, MCL1 BIM primary
28: COC(=O)c1c(CSc2ccc(Cl)cc2)noc1C(=O)NCc1ccco1
  -2.9, -20, -1, -5, -6, 4, 9, -9, -7
23: CCOC(=O)CN(C(=O)CSc1nnc(CNc2ccc(F)cc2)n1CC)c1ccc(F)cc1
  3.9, 1, -1, 0, 2, 1, -6, -3, -2

The listing continues.
Every second line gives: MEX-5 binding, GSTO1 counter, PAD4 inh, Fam108B inh, TPT1 inh, BCLXL inh, GLD-1 RNA inh, PME-1 primary, MCL1 BIM primary
31: CCN(CC)CCNC(=O)C(=O)NCC1OCCN1S(=O)(=O)c1ccc([N+](=O)[O-])cc1 (configuration not stated)
  -3.9, 7, -6, -1, -1, 5, 1, -2, 6
32: COc1cccc(CNC(=O)Cn2ccc3cc(S(=O)(=O)N4CCCCCC4)ccc32)c1
  2.7, -6, -5, 0, -3, 6, 4, 15, 1
33: COc1ccc(CNC(=O)C2CCC(CNc3c(N4CCOCC4)c(=O)c3=O)CC2)cc1 (configuration not stated)
  0.0, 0, 2, 1, 1, 6, -5, -1, 2
34: O=C(C1CCCC1)N1CCC(CC2CC(c3cccc(Br)c3)=NO2)(C(=O)NCC2CCCCC2)CC1 (configuration not stated)
  1.5, 0, -1, -3, -3, -3, 2, -3, -3
35: Cc1nn(-c2ccc(F)cc2)c(C)c1CN1CCN(CCc2ccccc2)C(CCO)C1 (configuration not stated)
  -2.6, -5, 2, -1, -2, 5, 4, 3, 4
36: NC(=O)c1c(NC(=S)Nc2ccc(F)cc2)sc2c1CCCC2
  0.5, 1, -7, 2, 5, 8, 10, 8, 4
37: CCOC(=O)CCNC(=O)Nc1ccc2nc(C)n(Cc3cccc(Cl)c3)c(=O)c2c1
  -0.9, -7, 3, -1, 1, 7, 6, 6, 0
38: OCCNc1ncnc2c1sc1nc(N3CCOCC3)c3c(c12)CCC3
  -2.2, -6, 2, 1, 0, 4, 9, 6, 6
39: O=C(NC(=S)NC1CCSC1=O)c1cccc([N+](=O)[O-])c1 (configuration not stated)
  -8.3, 4, 3, 1, 1, 6, 4, 4, 11
40: CCCN(CC(=O)Nc1ccccc1C)C(=O)C1CC(=O)N(c2cccc(C)c2C)C1 (configuration not stated)
  1.0, 4, -2, 0, -2, 5, 5, -2, 5
41: O=C(CNC(=O)c1sc2ccccc2c1Cl)NCc1cccnc1
  0.3, -5, -2, 2, -4, 1, -5, 1, 12
42: CC(C)CN1C(=O)C(=O)N(CC(=O)NCc2ccc3c(c2)OCO3)C1=O
  1.7, 10, -2, -1, -1, 5, 3, -3, 6
43: CCCN1CCN(CCCNC(=O)C2CCN(c3nnc(-n4c(C)ccc4C)s3)CC2)CC1
  -0.2, -2, 18*, -4, 1, 2, 1, 1, 10
44: O=C1c2ccccc2S(=O)(=O)N1Cc1c(F)cccc1Cl
  -1.0, 5, 1, 2, -3, 3, 3, 6, 4
45: CCn1c(=O)c(C(=O)CN2CCN(S(=O)(=O)c3cc(C)ccc3C)CC2)c(N)n(Cc2ccccc2)c1=O
  1.6, 1, -1, -3, -2, 2, 1, -3, -9
46: COc1ccccc1C(=O)Nc1cc2ccccc2oc1=O
  2.9, 0, -1, 0, -4, 5, -2, -4, 4
47: CC1CCc2c(nc3ncnn3c2N2CCN(c3ccccc3)CC2)C1 (configuration not stated)
  2.8, 7, 0, -2, -4, 2, -4, 0, -1
48: CNC(C)C#Cc1ccc2sc3cc(OC)c(OC)cc3c(=O)c2c1 (configuration not stated)
  3.1, 1, -2, 0, 6, 1, -10, -3, 6
49: COC(=O)C1=C(COc2ccccc2)NC(=O)NC1c1ccc(Cl)cc1 (configuration not stated)
  -2.1, 3, -7, -3, -1, 0, 3, 5, -2
50: O=C(N/C(=C\c1ccc2c(c1)OCO2)C(=O)N1CCOCC1)c1cccs1
  -1.8, 10, 1, -2, -1, 0, -2, 4, 2
51: CCCn1cc(S(=O)(=O)c2ccccc2)c(=O)c2cc(F)c(N3CCN(C)CC3)cc21
  -0.1, 4, -1, 4, 0, 4, 6, 4, 1
52: COc1ccc2[nH]c(C)c(CCN(Cc3cccs3)C(=S)Nc3ccccc3)c2c1
  -1.9, 3, 0, -2, -19, 79*, 46*, 4, 88*
53: CCCCn1c(N)c(N(CCOC)C(=O)C2CC(=O)N(c3cccc(SC)c3)C2)c(=O)[nH]c1=O (configuration not stated)
  0.6, 2, 4, -1, -1, 3, 8, 2, 7
54: CC(NC(=O)Cn1cccc1C(=O)c1ccccc1)c1ccccc1 (configuration not stated)
  -2.3, 4, -1, -2, 0, 1, 6, 1, 6
55: CC(OC(=O)c1cc(=O)[nH]c2ccccc12)c1ccccc1 (configuration not stated)
  -6.5, 6, -1, -2, -1, 3, 2, 2, 8
56: CC(C)CNC(=O)COc1ncnc2ccccc12
  -1.6, 6, 0, 0, 5, -1, -3, -4, -8
57: COc1ccc(CNC(=O)c2cccc(NC3=NC4CS(=O)(=O)CC4S3)c2)cc1 (configuration not stated)
  -0.8, -1, -2, 3, -3, 0, 4, -5, 8
58: CC1(C)CC(=O)C2=C(C1)OC(N)=C(C#N)C2c1ccc2c(c1)OCO2 (configuration not stated)
  0.7, 4, -3, 0, -6, -2, -4, 2, 4
59: O=C(c1ccccc1OC(F)F)N1CCN(S(=O)(=O)c2ccc3c(c2)OCCCO3)CC1
  ·, ·, -1, ·, ·, 1, 5, 2, 5
60: Cc1ccccc1C(=O)Nc1ccc(C(=O)N/N=C/c2ccc(F)cc2)cc1
  -0.1, -1, -2, -2, 2, 6, -1, -8, 5
61: CC1CC(C)CN(C(=O)c2ccccc2Nc2ccc(SC(F)F)cc2)C1 (configuration not stated)
  -0.6, 5, -3, -6, 0, 4, 4, 6, 6
